ARNT-TACC3 inh: disruptors of ARNT/TACC3 protein interaction, primary screen, biochemical, AlphaScreen, single concentration. Transforming acidic coiled-coil-containing protein 3 (Homo sapiens), Q9Y6A5. AlphaScreen His-ARNT PAS-B/GST-TACC3 binding, luminescence; TACC3 fragment carries E629A point mutation. inhibition, % at 9.99 µM. actives 0.66% (n = 390,000). AID 623870, 2012;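 active = mean inhibition of replicates at least 50% and at least half of replicates each reaching 50%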;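 also: 0% = complete ARNT plus TACC3 wells and 100% = ARNT alone without TACC3; many hits fall short of the cut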
PAX8 reporter: inhibitors of PAX8-driven TPO luciferase reporter, primary screen, RMG-I cells, single concentration; SteadyGlo, 24 h; inhibition, % at 12.6 µM; actives 1.2% (n = 360,000);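 active = mean replicate inhibition at least 60% with every replicate also reaching 60%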;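 also: luciferase light reporting Pax8 driven TPO promoter activity; plate controls were median of neutral control wells for no effect and mitoxantrone controls for full effect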
ERp5 inh: inhibitors of ERp5-driven insulin aggregation, primary screen, biochemical, turbidity, absorbance 650 nm, single point | Protein disulfide-isomerase A6 (Homo sapiens), Q15084 | 90 min | inhibition, % at 9.99 µM | actives 0.05% (n = 350,000) | AID 651711, 2012;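 active = mean replicate inhibition above about 25%, with every replicate also reaching it, limit read from the data, passing the limit was not always enough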
Target sequence (Q15084 whole entry, looked up): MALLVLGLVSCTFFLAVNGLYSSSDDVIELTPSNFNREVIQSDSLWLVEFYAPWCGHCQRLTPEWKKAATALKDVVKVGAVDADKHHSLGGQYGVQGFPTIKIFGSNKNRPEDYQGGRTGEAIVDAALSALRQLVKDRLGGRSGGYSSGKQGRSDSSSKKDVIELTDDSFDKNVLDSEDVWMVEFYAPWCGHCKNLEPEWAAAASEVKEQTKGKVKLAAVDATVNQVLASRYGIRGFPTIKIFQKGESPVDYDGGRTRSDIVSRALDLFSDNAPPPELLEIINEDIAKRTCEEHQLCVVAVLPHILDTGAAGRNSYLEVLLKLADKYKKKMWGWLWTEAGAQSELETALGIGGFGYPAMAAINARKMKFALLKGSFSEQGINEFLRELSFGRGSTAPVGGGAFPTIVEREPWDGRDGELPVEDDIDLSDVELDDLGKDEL
INS-1E GSIS act: GLuc luminescence reporter in INS-1E cells, primary screen for activators of glucose-dependent secretion of insulin; actives 0.61% (n = 370,000); INS-1E GLuc reporter insulin secretion, 2-3 h; activation, % at 16.6 µM; AID 743287, 2014;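 active = lowest replicate activation of at least 40%, so every replicate reaches that level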;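 also: 0% = median of neutral control wells and 100% = median of IBMX positive control wells; some compounds called inactive have numbers as strong as hits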
XiGFP reactiv: activators of inactive X chromosome reactivation, primary screen, imaging, XiGFP fibroblasts, GFP high-content imaging, set 2; actives 0.055% (n = 360,000); XiGFP mouse fibroblasts, % GFP-positive cells imaging, 3 d; cells co-treated with 5-aza-dC sensitizer; scaled so ellipticine positive control = 100%; activation, % at 7.58 µM; AID 743238, 2013;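 active = mean normalized replicate activation at least 10% and every replicate at or above 10%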;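 also: 0% = median of on-plate neutral control wells and 100% = ellipticine 6 µM median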
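System: XiGFP fibroblasts, SV40-immortalized. Medium: DMEM plus 5-aza-dC sensitizer. Doses: single point. Timing: 3 d treatment, 15 min room-temperature fixation. Control set: ellipticine 6 µM.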
Starred values were filed as active, the others as inactive; x = no result given; & = joins results of further samples. An excerpt. The share of hits here may be higher or lower than overall.

SMILES	ARNT-TACC3 inh	PAX8 reporter	ERp5 inh	INS-1E GSIS act	XiGFP reactiv
COc1ccccc1C(CNC(=O)c1ccc(S(=O)(=O)NCc2ccco2)cc1)N(C)C (stereo not drawn)	0	x	x	10	x
COc1ccc(C2(C(=O)Nc3ccc(S(=O)(=O)Nc4nc(C)cc(C)n4)cc3)CCCC2)cc1OC	1	x	x	19	x
Cc1ccc(S(=O)(=O)CNC(=S)c2cccc(C)c2)cc1	-8	x	x	13	x
COc1ccc(CCNC2CC(=O)N(CCc3ccccc3)C2=O)cc1 (stereo not drawn)	24	x	x	3	x
COC(=O)c1c[nH]n2c(=O)c(Cc3ccc(F)cc3Cl)c(C)nc12	-2	x	x	3	x
Cc1ccc(S(=O)(=O)N(C)CCCC(=O)N2CCN(C=O)CC2)cc1	0	x	x	-12	x
CC1CCCC(C)N1CCNC(=O)C1CCN(S(=O)(=O)N2CCCCC2)CC1 (stereo not drawn)	1	x	x	12	x
Cc1cccc(N2C(=O)CSC2c2cccnc2)c1 (stereo not drawn)	1	x	x	11	x
CN=C1S/C(=C\c2cc(C)n(-c3ccccc3F)c2C)C(=O)N1C	2	x	x	-11	x
Clc1nccnc1-c1ccccc1	-3	x	x	8	x
COC(=O)Nc1ccc(OC)c(OC)c1	-7	x	x	9	x
Cc1cccc(-n2ncc(C#N)c2-n2cccc2)c1	-2	x	x	28	x
CCc1cccc(NC(=O)Cn2cccc2)c1	-3	x	x	-3	x
O=C(c1cccs1)N(Cc1ccco1)C1CCS(=O)(=O)C1 (stereo not drawn)	-2	x	x	2	x
COC(=O)CC1=C(C(=O)OC)C(c2cc(OC)c(OC)cc2OC)C(C#N)=C(N)O1 (stereo not drawn)	1	x	x	10	x
CSc1nc(N2CCOCC2)c2c(c1C#N)CC(C)(C)OC2	-12	x	x	29	x
CC(C)CNC(=S)NC(=O)c1ccc([N+](=O)[O-])cc1	17	x	x	2	x
Cc1csc(NC(=O)C2C3C=CC(C3)C2C(=O)O)n1 (stereo not drawn)	4	x	x	1	x
CN(C)c1ccnc(-n2cccc2/C=N/OCc2ccc(F)cc2Cl)c1C#N	0	x	x	-27	x
COc1ccc(OCC(=O)N2CCN(c3cccc(C(F)(F)F)c3)CC2)cc1	2	x	x	-19	x
COC(=O)c1[nH]c2ccc(C)cc2c1NC(=O)NC1CCCCC1	-6	x	x	-14	x
N/C(=N\OC(=O)COc1ccc2ccccc2c1)c1ccccn1	-1	x	x	-30	x
O=C(O)CN1C(=O)SC(Nc2ccccc2C(=O)O)C1=O (stereo not drawn)	29	x	x	26	x
CCOC(=O)C1=C(c2ccccc2)OC(N)=C(C#N)C1c1ccc(Cl)s1 (stereo not drawn)	4	x	x	-13	x

2 compounds drawn at random from those above:
SMILES	ARNT-TACC3 inh	PAX8 reporter	ERp5 inh	INS-1E GSIS act	XiGFP reactiv
Cc1cccc(-n2ncc(C#N)c2-n2cccc2)c1	-2	x	x	28	x
COc1ccccc1C(CNC(=O)c1ccc(S(=O)(=O)NCc2ccco2)cc1)N(C)C (stereo not drawn)	0	x	x	10	x

Going on with the list.
SMILES	ARNT-TACC3 inh	PAX8 reporter	ERp5 inh	INS-1E GSIS act	XiGFP reactiv
O=C(CN1CCN(c2ncc(C(F)(F)F)cc2Cl)CC1)N1CCN(c2ncc(C(F)(F)F)cc2Cl)CC1	x	x	-2	-21	x
O=C(O)c1nn(-c2ccccc2)ccc1=O	x	x	-8	-3	x
O=C(Cn1cnc2sc(-c3ccccc3)cc2c1=O)NCCc1ccccc1	x	x	-4	-1	x
CCOc1ccc(=O)n(-c2ccccc2)n1	x	x	11	31	x
CCc1ccccc1Nc1nc(N)nc(COC(=O)CCC(=O)c2ccc(F)cc2)n1	x	x	0	-8	x
O=C(NC1=NCCS1)c1ccc(-c2ccc(Cl)cc2)o1	x	x	11	6	x
CC(C)(C)c1cc(C(=O)O)nn1-c1ccccc1	x	x	-11	5	x
O=C(NCCCN1CCOCC1)c1cc2c(=O)[nH]c3ccccc3c2s1	x	x	14	6	x
COC(=O)c1cc(C(=O)Nc2ccc(C)cn2)cc([N+](=O)[O-])c1	x	x	-3	-2	x
CCC(C)NC(=O)c1ccccc1NC(=O)COc1ccc(OC)cc1 (stereo not drawn)	x	x	-3	5	x
CCOc1ccc(C2NC(=O)C(C#N)=C(S)N2c2ccc(OC)cc2)cc1OC (stereo not drawn)	x	x	-4	2	x
C#CCOCCOCCOCCNc1nc(N2CCN(C(=O)CCCCCCCCCCNC(=O)Cn3cc(CCCCCN)nn3)CC2)nc(N2CCN(C(=O)CCCCCCCCCCNC(=O)Cn3cc(C[C@@H](C)O)nn3)CC2)n1	x	x	7	-17	x
Cc1occc1-c1nnc(SCC(=O)Nc2ccccc2N2CCCCC2)n1C	x	x	-12	-4	x
CC[n+]1c(C)sc2c(C)cc(C)cc21	x	x	11	-3	x
CC(C)(C)CC(C)(C)NCC(O)COc1ccc2c(c1)CCC2 (stereo not drawn)	x	x	6	-11	x
CCCn1nc(NC(=O)COC)c2cc3cc(C)ccc3nc21	x	x	-2	11	x
O=S(=O)(c1ccccc1)N1N=C(c2cccs2)CC1c1ccc(F)cc1 (stereo not drawn)	x	x	3	-14	x
c1ccc(COc2ccc(OCCOCCn3cncn3)cc2)cc1	x	x	-5	-1	x
CCOC(=O)c1cc(NC(=O)CSCCO)ccc1Cl	x	x	2	0	x
COc1ccc(CNC(=O)C2CCN(c3nccs3)CC2)cc1	x	x	-6	1	x
C=CCn1c(SCC(=O)Nc2ccc3c(c2)CCC3)nnc1-c1cccs1	x	x	5	-15	x
O=C(Nc1ccccc1N1CCOCC1)c1cccs1	x	x	8	14	x
CCOC(=O)CCCNC(=O)COC(=O)c1ccc(O)cc1	x	x	-8	5	x
COC(=O)CSc1nnc(-c2ccoc2C)n1-c1ccc(OC)cc1	x	x	0	2	x
CCCCN(CC)S(=O)(=O)c1ccc(C(=O)Nc2nnc(-c3ccccc3Cl)o2)cc1	x	x	-12	0	x
COc1ccc(-c2cc(C)nc3nc(N)nn23)cc1	x	x	-11	-5	x
O=C(O)C1CC(=O)N(c2ccc(OCc3ccccc3Cl)cc2)C1 (stereo not drawn)	x	x	6	-14	x
CN1C(=O)C(O)(c2sc(N)nc2-c2ccccc2)c2ccccc21 (stereo not drawn)	x	x	-2	-9	x
O=C(O)c1c(F)c(F)cc2ccccc12	x	x	4	-1	x
COc1ccc2[nH]cc(/C=C(/C#N)S(=O)(=O)c3ccccc3)c2c1	x	x	-9	3	x
O=C(NCc1ccncc1)Nc1ccc(Cl)cc1Cl	x	x	2	-7	x
O=C(c1ccc(OCC2CCCO2)cc1)N1CCN(c2ccccc2)CC1 (stereo not drawn)	x	x	-1	-6	x
CCOC(=O)c1c(CC(C)C)csc1NC(=O)CCl	x	x	-15	6	x
O=C(O)C(Cc1ccccc1)n1cnnn1 (stereo not drawn)	x	x	3	-3	x
Cc1ccc(NC(=O)CN(c2ccccc2F)S(C)(=O)=O)cc1	x	x	8	12	x
COc1ccc(OC)c(NC(=O)CSc2nnc(CNC(=O)COc3ccc(Cl)cc3)o2)c1	x	x	-9	-20&-14	x
Cc1cc(NC(=O)C(C)C)ncc1NC(=O)CCc1ccccc1	x	x	-6	-5	x
CCCCNc1c(-c2ccc(OC)c(Sc3ccc(OC)cc3)c2)nc2ccccn12	x	x	-3	-69	x
CN1CCN(c2nc3c(c(=O)[nH]c(=O)n3C)n2Cc2cccc3ccccc23)CC1	x	x	-8	-4	x
O=[N+]([O-])c1ccc(-c2nc(-c3cccs3)c(-c3cccs3)[nH]2)cc1	x	x	3	1	x
CCN(CC)S(=O)(=O)c1cccc(-c2nnc(SCCOc3ccccc3)o2)c1	x	x	10	-3	x
O=C1NC2(CCCc3ccccc32)C(=O)N1CCOc1ccc(Br)cc1 (stereo not drawn)	x	x	2	-39	x
COc1cccc(/C=C/C(=O)c2ccc3c(c2)OCO3)c1OC	x	x	3	16	x
CCCc1nnc(NC(=O)Cn2c(=O)oc3ccccc32)s1	x	x	3	1	x
COc1ccccc1-n1cnc2cc(NS(=O)(=O)c3ccccc3)ccc21	x	x	5	-9	x
NC(=O)Cn1cnc(-c2ccccc2)c1	x	x	-4	6	x
Cc1ccc(C(=O)CSc2nnc(COc3cccc4cccnc34)o2)cc1	x	x	-2	-18	x
CCOc1ccc(CN(C)c2ccc(S(=O)(=O)N3CCN(C)CC3)cc2[N+](=O)[O-])cc1OC	x	x	2	-26	x
C=CCN(C(=O)CNC(=O)c1ccco1)C(C(=O)NC1CCCCC1)c1ccccc1 (stereo not drawn)	x	x	-9	7	x
CCOc1ccc(N2C(=O)CC(Sc3nccc(C)n3)C2=O)cc1 (stereo not drawn)	x	x	0	-2	x
COc1ccc(-c2cc(-c3ccc(OC)cc3)c(C#N)c(SC)n2)cc1	x	x	5	9	x
Cc1cccc(NC(=S)NNC(=O)c2nn(C)cc2Cl)c1	x	x	-5	8	x
CCOC(=O)c1sc(NC(C)=O)c(C(=O)OCC)c1C	x	x	3	-1	x
CN1CC(=O)N(CCOc2ccccc2)C1=O	x	x	10	7	x
COC(=O)NC1CSCC1OC(=O)CCN1C(=O)c2ccccc2C1=O (stereo not drawn)	x	x	2	12	x
CC(C)(C)OC(=O)N[C@@H](Cc1ccccc1)c1nnc(S(=O)(=O)Cc2ccccc2)o1	x	14	x	169*	x
COc1ccc2nc(Sc3c([N+](=O)[O-])nc(C)n3Cc3ccccc3)[nH]c2c1	x	24	x	2	x
CCOC(=O)C(=O)c1csc(NC(=O)COc2ccc(N(C)S(=O)(=O)c3ccc(F)cc3)cc2)n1	x	-8	x	-19	x
COc1ccc(/C=C2\CCc3ccccc3C2=O)cc1Cn1nc(C)cc1C	x	25	x	-10	x
Cc1ccc(S(=O)(=O)NNC(=O)C2Cc3c(ccc4ccccc34)O2)cc1 (stereo not drawn)	x	14	x	-21	x
C[C@@H]1CN([C@@H](C)CO)C(=O)c2cc(NC(=O)CCCCCC(=O)Nc3ccccc3N)ccc2O[C@H]1CN(C)C(=O)NC1CCCCC1	x	x	x	9	0.8

A different layout for some results above.
Sequence of screens – ARNT-TACC3 inh, PAX8 reporter, ERp5 inh, INS-1E GSIS act, XiGFP reactiv
COc1ccc(-c2cc(-c3ccc(OC)cc3)c(C#N)c(SC)n2)cc1
    x, x, 5, 9, x
Cc1cccc(NC(=S)NNC(=O)c2nn(C)cc2Cl)c1
    x, x, -5, 8, x
CCOC(=O)c1sc(NC(C)=O)c(C(=O)OCC)c1C
    x, x, 3, -1, x
CN1CC(=O)N(CCOc2ccccc2)C1=O
    x, x, 10, 7, x
COC(=O)NC1CSCC1OC(=O)CCN1C(=O)c2ccccc2C1=O (stereo not drawn)
    x, x, 2, 12, x
CC(C)(C)OC(=O)N[C@@H](Cc1ccccc1)c1nnc(S(=O)(=O)Cc2ccccc2)o1
    x, 14, x, 169*, x
COc1ccc2nc(Sc3c([N+](=O)[O-])nc(C)n3Cc3ccccc3)[nH]c2c1
    x, 24, x, 2, x

Bioassay records as filed in PubChem BioAssay.
